NR2E3 ag-1 – NR2E3 agonists in two-hybrid cells, primary screen, cell-based, luminescence, CHO-S, Gal4-NCOR/VP16-NR2E3; luciferase; 360,000 compounds, 0.35% hits; Photoreceptor-specific nuclear receptor (Homo sapiens), Q9Y5X4; AID 602229, 2012; inhibition of corepressor binding, % at 3.98 µM;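 active = inhibition above the mean of all tested compounds plus 3 SD, cut at about 70% in these data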;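 note: 0% = DMSO with NR2E3 transfected cells and 100% = cells lacking NR2E3 construct; higher means lower luciferase signal from less NR2E3 corepressor binding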
Target sequence (Q9Y5X4 whole entry, looked up, the tested form may be a part): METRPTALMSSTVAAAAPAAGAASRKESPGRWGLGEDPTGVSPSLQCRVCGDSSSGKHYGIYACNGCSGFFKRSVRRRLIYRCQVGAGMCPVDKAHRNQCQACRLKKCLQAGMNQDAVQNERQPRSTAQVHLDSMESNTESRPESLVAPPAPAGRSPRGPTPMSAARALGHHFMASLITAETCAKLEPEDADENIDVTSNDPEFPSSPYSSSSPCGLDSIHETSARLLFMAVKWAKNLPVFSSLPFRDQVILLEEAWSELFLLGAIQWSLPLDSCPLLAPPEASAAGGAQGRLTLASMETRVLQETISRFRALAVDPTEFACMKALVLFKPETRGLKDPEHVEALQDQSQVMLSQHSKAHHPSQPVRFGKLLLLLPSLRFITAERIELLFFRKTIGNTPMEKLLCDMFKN
aDG glyco up – activators of alpha-DG glycosylation, primary screen, uHTS, Pro5-aDG cells, AlphaScreen. AID 624168, 2012. activation, % at 10 µM. 360,000 compounds, 0.22% hits. alpha-DG glycosylation AlphaScreen (IIH6); 0% Pro5, 100% B10-LARGE cell signal;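 active = activation of at least 8% versus controls, or a plate z-score of at least 8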;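 note: Pro5 are CHO cells carrying HIG-tagged alpha-DG that lacks glycosylation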
Peg3 promoter – Peg3 promoter-driven luciferase inhibitors, primary screen, cell-based, HeLa, luciferase luminescence | inhibition, % at 20 µM | AID 588405, 2011 | HeLa PEG-Prom luciferase reporter, overnight | 360,000 compounds, 1.7% hits;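 active = inhibition of at least 50% at 20 µM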
CF NFkB block – inhibitors of PAF-induced NF-kB signaling, primary screen, cell-based, GFP fluorescence, uHTS. 360,000 compounds, 0.86% hits. inhibition, % at 5 µM. KKLEB NF-kB-GFP reporter, GFP fluorescence overnight;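 active = at least 50% inhibition at 5 µM, scaled per plate between neutral and stimulator controls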;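 note: PAF is a Pseudomonas aeruginosa culture filtrate used as stimulus; plate controls were PAF-stimulated DMSO wells for no effect and unstimulated DMSO wells for full effect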
KKLEB cytotox – cytotoxicity in KKLEB CF airway cells, primary screen, cytotoxicity control for CF NF-kB inhibitor project, cell-based, uHTS, fluorescence assay plates. KKLEB CF airway cells viability, ATPlite luminescence, overnight; active compounds read low; cells stimulated with P. aeruginosa culture filtrate. activity change (cytotoxicity), % at 5 µM. 360,000 compounds, 0.36% hits;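 active = corrected activity change at or below -50% at 5 µM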
MITF TRPM1 inh – inhibitors of MITF-dependent TRPM1 promoter reporter, primary screen, cell-based, SK-MEL-5, single point, luciferase; SK-MEL-5 TRPM1 promoter luciferase, 24 h; inhibition, % at 12.5 µM; 330,000 compounds, 0.83% hits;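 active = mean inhibition across replicates of 60% or more, whatever share of single replicates reaches that level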; note: values of inactives mirror those of a sister screen read the other way
NR2E3 ag-2 – inhibitors of NR2E3-RetCOR corepressor binding, primary screen, NR2E3 agonist project, biochemical, TR-FRET, GST-NR2E3, biotin-RetCOR; inhibition of corepressor binding, % at 4.78 µM; 320,000 compounds, 0.12% hits; AID 2300, 2010; Photoreceptor-specific nuclear receptor (Homo sapiens), Q9Y5X4; 1536-well;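 active = percent inhibition above the cutoff of mean plus 3 SD of all tested compounds, set per screening campaign, cut at about 20% in these data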;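 note: 0% = DMSO wells and 100% = biotin wells as full block of FRET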
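System: GST-tagged NR2E3 plus biotinylated RetCOR corepressor; Amount: 1.35 nM GST-tagged NR2E3 final; Dosing: single nominal compound dose of 4.8 µM; Schedule: 5 h incubation at 4 °C; Technique: TR-FRET with europium anti-GST and streptavidin-D2, 340 nm excitation; Controls: biotin wells as high control, 0.6% DMSO wells as low control.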
HIF-2a inh – HIF-2a reporter inhibitors, primary screen, luminescence, 786-0 RCC cells | 786-0 RCC cells HIF-2a reporter, luciferase luminescence, overnight | inhibition, % at 18.8 µM | AID 624352, 2012 | 360,000 compounds, 0.72% hits;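 active = inhibition of the luminescence signal of 40% or more relative to plate controls, in a single-dose primary screen at 18.75 µM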
Shn3 3UTR inh – reduction of Shn3 3'UTR firefly luciferase signal, primary screen, Schnurri-3 inhibitor project, cell-based, Clone20 osteoblasts, set 2; Clone20 osteoblast Shn3 3'UTR firefly luciferase, 24 h; inhibition, % at 12.5 µM; 360,000 compounds, 0.52% hits; AID 588674, 2011;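 active = mean inhibition of at least 75% with every replicate also reaching 75%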;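 note: 0% = median of neutral control wells and 100% = pilot-screen positive control compound; some compounds past the cut are filed as inactive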
hiPSC survival – enhancers of single-cell hiPSC survival, primary screen, ATPlite luminescence; 100% = ROCK inhibitor wells, 0% = DMSO; survival enhancement, % at 20 µM; 360,000 compounds, 0.044% hits; AID 602274, 2012; in the data active = survival enhancement above about 18%;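 note: cells exposed to compounds for 16 hours before the ATP read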
TWEAK-Fn14 inh – inhibitors of TWEAK-Fn14 signaling, primary screen, luciferase reporter cells, uHTS. TWEAK-stimulated Fn14 reporter cells, luciferase luminescence, 8 h. 360,000 compounds, 2% hits. inhibition, % at 10 µM. AID 1159606, 2016; in the data active = inhibition above about 50%
* = called active by the depositor; / = no result given.

SMILES	NR2E3 ag-1	aDG glyco up	Peg3 promoter	CF NFkB block	KKLEB cytotox	MITF TRPM1 inh	NR2E3 ag-2	HIF-2a inh	Shn3 3UTR inh	hiPSC survival	TWEAK-Fn14 inh
COc1ccc2c(c1)c1nnc(SCC(=O)N3CCCCC3C)nc1n2C (stereo not drawn)	-20	-0.3	-17	-24	1	4	/	-19	-6	1.0	-5
CC1CCN(C(=O)c2[nH]cnc2C(=O)Nc2nccs2)CC1	-13	0.0	1	5	-7	7	1	9	-17	2.9	7
CCN(CCCNC(=O)CCn1c(=O)[nH]c2ccccc2c1=O)c1cccc(C)c1	-7	-0.1	0	-1	0	8	-2	5	12	7.3	19
COc1ccc(-c2cc(-c3ccccc3)nc(=O)[nH]2)cc1	-4	0.0	7	11	0	3	-2	9	/	-0.9	-16
O=C(CCCOc1ccccc1)Nc1ccc2c(c1)OCCO2	-11	0.1	-184	11	4	-21	1	-230	-27	-0.4	4
CCN(C(=O)COC(=O)/C=C/c1ccc(O)c(OC)c1)C1CCS(=O)(=O)C1 (stereo not drawn)	-5	0.0	10	1	5	-14	-4	20	5	-0.8	2
O=C(NCCN1CCCC1)c1ccc(Cn2c(=S)[nH]c3cc4c(cc3c2=O)OCO4)cc1	2	-0.3	-5	-8	33	-11	-13	13	1	-0.5	-17
CCOCC(=O)Nc1nc2ccc(OC)cc2s1	-108	0.0	-194	-8	10	-82	-2	-168	-76	-4.3	0
Cc1nc2ccccc2c(=O)n1NC(=O)/C=C/c1ccc(Br)cc1	19	0.4	-6	2	-2	0	8	8	-4	-0.1	-4
Cc1ccc(NC2SC(=O)N(CC(=O)O)C2=O)cc1 (stereo not drawn)	-1	0.0	14	10	-5	-1	3	7	3	-1.9	18
O=C(NCCN1CCN(c2ccccc2)CC1)c1cccc(Br)c1	5	1.1	4	52*	-14	-6	4	4	37	-1.3	13
O=C(COc1ccc(-n2cnnn2)cc1)Nc1cccc(Cl)c1Cl	7	-0.1	4	-4	0	-5	0	-5	1	-0.2	-7
O=C(Nc1ccncc1)c1cc(S(=O)(=O)N2CCCC2)ccc1Cl	4	0.0	18	9	-16	6	/	21	27	47*	5
CCc1ccc(OCC(=O)N2CC(C(=O)OC)Oc3ccccc32)cc1 (stereo not drawn)	-3	0.0	13	4	0	-12	3	11	-19	3.1	-2
COc1ccc(CCn2c(=N)c(C(=O)NCCN3CCOCC3)cc3c(=O)n4cccc(C)c4nc32)cc1OC	31	0.0	15	-36	-10	-14	2	17	16	-0.5	-55
CCOC(=O)[C@H]1[C@H]2COc3ccc(Br)cc3[C@@H]2N2C(=O)c3ccc(C)cc3NC(=O)[C@@]12C	-22	0.0	-4	-12	5	1	0	0	-9	-2.5	-34
O=C(NCC(=O)N(c1ccccc1)C(C(=O)NC1CCCCC1)c1ccncc1)c1ccco1 (stereo not drawn)	-16	0.1	19	-2	6	2	1	14	6	-0.8	0
COC(=O)c1ccc2c(c1)SC1=C(CCCC1=O)N2	-14	0.0	-123	-15	-1	-34	-14	-104	-58	0.4	-9
CNC[C@@H]1Oc2ccc(NS(=O)(=O)c3ccc(Cl)cc3)cc2C(=O)N([C@H](C)CO)C[C@@H]1C	-9	0.0	-12	26	-14	0	/	-3	-14	-0.5	-15
COc1ccc(NS(=O)(=O)c2ccc(SC)cc2)cc1	4	0.1	-7	9	-13	-2	3	-5	0	0.2	5
N#CC(C#N)c1ccnc2ccccc12	-68	0.1	10	58*	-14	/	/	0	-16	-2.5	59*
CC(C)C(C)NC(=O)COC(=O)/C=C/c1ccc(S(=O)(=O)N2CCc3ccccc32)cc1 (stereo not drawn)	-38	-0.1	6	0	6	4	1	16	3	-1.0	25
COc1cccc(-n2c(Cn3nc(C(F)(F)F)cc3C)n[nH]c2=S)c1	-12	0.0	-13	-11	2	4	1	11	-16	4.2	7
CC(C)(C)c1ccc(OCC(=O)NNC(=O)c2cccnc2)cc1	-9	0.2	10	-9	2	0	7	7	-5	0.9	-12
O=C(N/N=C/c1cccnc1)c1cccc(S(=O)(=O)Nc2cccc(Cl)c2)c1	-27	0.1	3	-9	-1	4	-4	24	-4	-0.4	-8
CNC(=O)C1(CC(C)C)C=CCN1C(C)=O (stereo not drawn)	-21	-0.1	-26	0	13	-6	1	-27	-10	0.5	-31
CCCN(C(=O)C1=COCCO1)c1c(N)n(Cc2ccccc2)c(=O)[nH]c1=O	0	0.0	12	-3	13	8	5	9	2	-0.6	3
O=C(CN1C(=O)S/C(=C/C=C/c2ccccc2)C1=O)Nc1ccc(C(=O)O)cc1	-46	-0.1	-27	-10	7	-9	4	-60	-17	-1.1	-44
CC1Oc2ccccc2N(CC(=O)N2CCc3ccccc32)C1=O (stereo not drawn)	9	0.8	10	2	-6	7	-2	0	-8	3.7	3
O=C(Nc1nccs1)c1ccc2ccccc2n1	-181	0.1	-253	-9	-2	-1	0	-180	-57	-0.2	-5
CCCCN(C)C(=O)c1cc2cc3ccc(OC)cc3nc2o1	-24	0.1	-288	8	-5	-36	2	-257	1	-0.3	-52
O=C(COC(=O)CCC(=O)c1cccs1)Nc1ccc(F)c(F)c1F	8	-0.3	1	9	4	1	/	8	11	1.7	-4
O=C(CN1CCOCC1)Nc1c(-c2ccccc2)c2cc(Br)ccc2[nH]c1=O	7	0.4	9	-7	-7	-5	1	18	8	10	-2
COc1ccccc1NC(=O)CSc1nc2[nH]ncc2c(=O)[nH]1	-4	-0.2	-5	-14	21	2	-4	12	-2	-0.5	17
Cc1ccccc1-c1cccc([C@@H]2C[C@H]3[C@H](CON3C)CN2S(=O)(=O)c2ccccc2C)c1	-10	6.0*	8	10	-1	-2	/	-3	26	0.4	40
O=C(COC(=O)CCc1ccccc1)Nc1cc([N+](=O)[O-])ccc1F	-32	0.1	2	-10	-7	17	5	15	-4	0.1	4
COc1cc(C2N(C)C(=O)c3ccccc3N2C)ccc1O (stereo not drawn)	-14	0.0	10	-15	7	1	3	14	1	0.4	-6
O=C(O)c1cc(C(=O)C2CCCCC2)c[nH]1	-12	-0.2	-10	17	-15	-3	1	15	0	-0.9	6
COc1ccc(C(=O)n2nc(C)cc2C)cc1Br	-1	0.0	-10	21	-16	3	1	4	9	-2.8	-12
Cc1ccc(S(=O)(=O)N(CCC#N)CCN2CCCC2)cc1	-11	-0.2	9	5	4	5	-1	9	7	-1.3	11

Gathered by group, the compounds so far containing a cyano group (2)
SMILES	NR2E3 ag-1	aDG glyco up	Peg3 promoter	CF NFkB block	KKLEB cytotox	MITF TRPM1 inh	NR2E3 ag-2	HIF-2a inh	Shn3 3UTR inh	hiPSC survival	TWEAK-Fn14 inh
N#CC(C#N)c1ccnc2ccccc12	-68	0.1	10	58*	-14	/	/	0	-16	-2.5	59*
Cc1ccc(S(=O)(=O)N(CCC#N)CCN2CCCC2)cc1	-11	-0.2	9	5	4	5	-1	9	7	-1.3	11

(more compounds)
SMILES	NR2E3 ag-1	aDG glyco up	Peg3 promoter	CF NFkB block	KKLEB cytotox	MITF TRPM1 inh	NR2E3 ag-2	HIF-2a inh	Shn3 3UTR inh	hiPSC survival	TWEAK-Fn14 inh
CCn1ncc(C2C(C(=O)Nc3ccc(C)cn3)=C(C)NC3=C2C(=O)CCC3)c1C (stereo not drawn)	-4	-0.3	28	-4	2	-8	-4	14	14	2.7	13
O=C(NNC(=O)C1CCN(Cc2ccc(F)cc2Cl)CC1)Nc1ccc([N+](=O)[O-])cc1	-16	0.0	19	-5	0	-14	4	11	-7	-2.5	1
O=C(NCC1CCCCC1)C1CCN(C(=O)NC2CCCCC2)CC1	4	-0.2	4	1	-6	4	5	13	8	0.7	2
O=S1(=O)CC(O)C(NCc2cccnc2)C1 (stereo not drawn)	29	0.0	3	15	-9	3	1	0	5	-1.7	-3
C=CCN1C(=O)c2ccc(C(=O)NCC(=O)Nc3c(C)cc(C)cc3C)cc2C1=O	2	-0.2	4	16	-13	0	3	8	5	-0.5	5
COCCCNC(=O)c1c[nH]c2ccc(S(=O)(=O)N3CCC4(CC3)OCCO4)cc2c1=O	-11	-0.1	-8	-3	-4	8	4	16	12	-0.5	-10
CSc1ncnc2c1ccn2CC(=O)Nc1ccc(C)c(C)c1	-15	0.3	4	16	-4	-15	3	1	15	-1.7	-6
O=C(Nc1ccccc1Cc1ccccc1)c1ccncc1	-15	0.4	12	-4	13	-12	0	2	-6	-0.2	4
CC1Cc2ccccc2N1C(=O)CSc1nnc(C2CC2)n1C (stereo not drawn)	-22	1.4	12	-4	-6	10	4	12	1	1.5	0
Cc1ccc(S(=O)(=O)N2CCN(c3ccc([N+](=O)[O-])c(Sc4nncn4C)c3)CC2)cc1	10	0.3	24	-27	6	21	1	20	6	-0.3	9
CCSC1=N/C(=C\c2ccc(C)s2)C(=O)S1	-7	-0.1	18	4	14	9	-1	21	-1	0.1	-13
N=c1n(CCN2CCCCC2)c2ccccc2n1CC(O)c1ccco1 (stereo not drawn)	-16	0.0	-12	-11	-2	-10	4	12	12	0.1	-4
N#CCC(=O)Nc1ccc(C(=O)OCC(=O)Nc2cccc(C(F)(F)F)c2)cc1	20	-0.2	-2	-36	0	14	0	1	0	-2.7	-25
CC1CCC(NC(=O)C2CCN(S(=O)(=O)c3ccc4nc5c(c(C(=O)O)c4c3)CC(C)CC5)CC2)CC1 (stereo not drawn)	-26	0.4	-6	0	6	1	3	-7	-5	1.2	11
O=C(c1ccc(N2CCCC2=O)cc1)N1CCN(c2ccccc2Cl)CC1	15	0.9	4	-1	0	-2	4	-43	2	5.5	-16
COc1ccc(OC)c(S(=O)(=O)NC(C)(C)C)c1	-5	-0.2	7	6	5	-5	2	19	-4	0.1	-5
Cn1cnnc1SCc1ccc(C(=O)n2ncc(C#N)c2N)cc1	18	0.1	13	3	7	-5	-2	17	8	-1.0	15
Nc1nc(Nc2ccccc2Br)nc(C(F)(F)F)n1	-19	0.0	-39	22	-8	-15	4	-95	-10	1.3	-2
COc1ccc(C2c3[nH]c4ccccc4c3C[C@H]3C(=O)N(CC(C)C)CC(=O)N23)c(OC)c1 (stereo partly drawn)	-22	0.3	6	18	-4	15	-3	-12	14	-0.6	16

Source: PubChem (several laboratories)
